FBA Mtb inh = inhibits M. tuberculosis FBA enzyme; inhibition, % at 1 µM; purified M. tuberculosis FBA, fluorescence read-out; 2.3% of 360,000 active; AID 588726; P9WQA3; in the data active = inhibition above about 27%;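 note: 0% = vehicle and 100% = reference inhibitor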
Target sequence (P9WQA3 whole entry, looked up): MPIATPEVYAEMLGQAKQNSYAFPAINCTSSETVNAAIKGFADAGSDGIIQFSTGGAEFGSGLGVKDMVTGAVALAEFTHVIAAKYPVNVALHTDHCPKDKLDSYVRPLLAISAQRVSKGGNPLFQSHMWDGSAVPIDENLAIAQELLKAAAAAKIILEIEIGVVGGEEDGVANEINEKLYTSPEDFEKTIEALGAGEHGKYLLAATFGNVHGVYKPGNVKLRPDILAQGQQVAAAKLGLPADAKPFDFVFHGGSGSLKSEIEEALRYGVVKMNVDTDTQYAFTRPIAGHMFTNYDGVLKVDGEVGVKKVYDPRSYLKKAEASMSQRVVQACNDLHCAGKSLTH
BoNT-F LC inh = BoNT F light chain protease inhibition | inhibition, % at 10 µM | Multiplex microsphere protease cleavage assay, flow cytometry | 0.22% of 360,000 active; in the data active = inhibition above about 35%, passing the limit was not always enough; inconclusive = no clear call, values can overlap the other calls; note: plate controls were buffer without enzyme for full effect and enzyme alone for no effect
Anthrax LF inh2 = blocks Bacillus anthracis lethal factor protease. multiplex microsphere protease cleavage assay, LF. inhibition, % at 10 µM. 0.12% of 360,000 active; note: plate controls were buffer without enzyme for full effect and enzyme alone for no effect
BoNT-A LC inh2 = blocks Botulinum neurotoxin A light chain protease; multiplex microsphere protease substrate cleavage, flow cytometry; inhibition, % at 10 µM; 0.17% of 360,000 active; note: plate controls were buffer without enzyme for full effect and enzyme alone for no effect
PfHsp40 yeast = rescue of PfHsp40-mediated yeast toxicity; AID 504582; growth rescue, % at 12.5 µM; S. cerevisiae expressing PfHsp40, growth rescue, ATP luminescence; 0.68% of 340,000 active; in the data active = growth rescue above about 28%, passing the limit was not always enough; inconclusive = no clear call, values can overlap the other calls;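 note: yeast W303a lacking pdr1 and pdr3 grown in galactose medium; growth measured after three days at 30 °C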
GDH-TPI counter = counter-screen for M. tuberculosis FBA inhibitors: GDH-TPI coupled enzymes; GDH-TPI coupled enzyme counterscreen, NADH absorbance; inhibition, % at 4.8 µM; 1.2% of 360,000 active; AID 588335; in the data active = inhibition above about 30%;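 note: 0% = DMSO wells and 100% = wells lacking the enzyme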
BioA inh = inhibitors of Mycobacterium tuberculosis BioA enzyme | purified M. tuberculosis BioA enzyme, plate reader | inhibition, % at 9.99 µM | 0.096% of 360,000 active | AID 602481; in the data active = inhibition above about 40%; inconclusive = no clear call, values can overlap the other calls
FadD28 FP inh = blocks FadD28 binding to the bisubstrate probe | inhibition, % at 12.5 µM | AID 588549 | fluorescence polarization | 0.22% of 360,000 active; in the data active = inhibition above about 8.5%, passing the limit was not always enough; inconclusive = no clear call, values can overlap the other calls
UGM FP inh = blocks M. tuberculosis UGM enzyme; inhibition, % at 10 µM; 0.06% of 320,000 active; purified UGM, fluorescence polarization probe displacement; in the data active = inhibition above about 10%, passing the limit was not always enough; inconclusive = no clear call, values can overlap the other calls
Target sequence (P9WIQ1 whole entry, looked up): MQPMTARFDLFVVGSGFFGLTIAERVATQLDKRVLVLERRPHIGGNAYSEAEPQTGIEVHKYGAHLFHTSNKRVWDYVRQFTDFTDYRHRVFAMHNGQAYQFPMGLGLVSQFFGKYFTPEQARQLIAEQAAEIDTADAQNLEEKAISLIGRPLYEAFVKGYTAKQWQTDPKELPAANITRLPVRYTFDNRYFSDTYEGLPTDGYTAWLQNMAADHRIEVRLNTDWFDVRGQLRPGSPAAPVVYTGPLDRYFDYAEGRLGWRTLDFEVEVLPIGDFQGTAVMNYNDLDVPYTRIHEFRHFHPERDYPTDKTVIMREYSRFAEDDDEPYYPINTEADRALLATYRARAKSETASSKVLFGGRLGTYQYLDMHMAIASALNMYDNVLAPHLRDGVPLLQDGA
The depositor's hits bear a star; ? = inconclusive; · = no result given; & = joins results of further samples. Cut-off read from the data, not from the text of the source, unless noted: active = inhibition above about 30%; inconclusive = no clear call, values can overlap the other calls; inactive = below that. Rows are unselected; 4.7% or so of the library scored in one or more.

SMILES	FBA Mtb inh	BoNT-F LC inh	Anthrax LF inh2	BoNT-A LC inh2	PfHsp40 yeast	GDH-TPI counter	BioA inh	FadD28 FP inh	UGM FP inh
CC(=O)Nc1nonc1-c1ccccc1	-1	-3	0	?	0.0	2	-4.3	-3.3	0.4
Cc1cc(C)nc(NS(=O)(=O)c2ccc(NC(=O)c3ccc4c(c3)OCO4)cc2)n1	-1	3	1	0.3	-2.0	7	·	1.3	1.0
O=C(Nc1cc(Cl)cc(Cl)c1)c1cnn2cccnc12	-1	-3	-3	0.4	-0.5	3	·	0.2	-0.6
FC(F)(F)c1cccc(-c2nn[nH]n2)c1	5	-6	4	-0.4	22	24	·	0.8	1.9
CCOc1ccc(CC(=O)N2CCN=C2SC)cc1	-2	0	-2	-0.6	0.6	-11	·	-2.5	2.9
Cn1ncc([N+](=O)[O-])c1C(=O)Nc1cc(Cl)ccc1Cl	0	1	-4	0.3	·	-13	-0.6	-1.2	·
COc1ccc(-n2c(O)c(/C(C)=N/N3CCCCCC3)c(=O)[nH]c2=O)cc1	2	-11	?	-5.8	·	2	-1.1	-2.7	7.8
O=C(O)c1cc(Nc2cc(Cl)c3nonc3c2[N+](=O)[O-])ccc1O	-26	-19	0	-4.7	0.1	6	28	1.5	0.5
CCC(C(=O)OCC(=O)N1CCN(S(=O)(=O)c2ccc(C)cc2C)CC1)c1ccccc1 (stereo unspecified)	-2	-4	-3	-0.5	1.4	3	-2.1	-4.2	1.2
O=c1c(/C=N/O)c(Nc2ccccc2)nc2ccccn12	0	0	-6	-0.7	2.6	27	-0.1	-0.9	-0.5
COCCN(Cc1cn(C)nc1-c1ccc(Oc2ccccc2)cc1)C(C)C	1	?	-19	-6.9	0.2	5	9.2	-0.8	-0.6
O=C(NCC(F)(F)F)c1csc([C@@H]2O[C@H](CO)[C@H](O)[C@H](O)[C@H]2O)n1	0	-11	-11	-0.9	·	18	1.3	-3.6	·
C/C(=C/C(=O)N1CCN(C)CC1)C(=O)O	4	-1	-1	-0.5	-0.3	0	·	4.4	2.8
COc1cccc(NC(=O)CN(C)C(=O)/C=C/c2ccc3ccccc3n2)c1	6	0	0	3.2	0.1	8	-2.0	-1.8	0.9
Cc1cc(SCC(=O)c2ccccc2)nc(C)n1	-2	-6	3	0.8	-0.4	-5	0.8	-3.2	1.2
CCOC(=O)C1CCCN(c2c(NCCN3CCCCC3C)c(=O)c2=O)C1 (stereo unspecified)	0	1	-2	-0.2	0.7	-1	0.6	-3.3	-0.1
COc1ccc(CCNC(=O)c2ccc3c(c2)SC2=NS(=O)(=O)CCN23)cc1	1	6	5	-0.5	-0.1	-1	-2.3	-3.8	-1.2
Cc1[nH]c2ccccc2c1C(=O)CSC(=S)N1CCN(C)CC1	1	11	18	-1.6	0.2	4	-0.6	-4.1	9.3
CNC(=O)NC(=O)CSc1nc2cc(C(=O)OC)ccc2c(=O)n1-c1ccccc1	0	7	-2	0.4	0.3	-2	0.2	-0.4	3.3
COc1ccc(NS(=O)(=O)c2ccc(C(=O)N3CCCCCC3)cc2)cc1	-1	3	0	0.4	0.7	13	-0.6	-0.4	-1.9
Cc1cc(C)nc(SC(C)C(=O)O)n1 (stereo unspecified)	-1	-11	4	-0.9	0.6	6	-2.1	-0.7	0.7
COC(=O)/C(=C/c1ccc2c(c1)c1ccccc1n2C)NC(=O)c1ccccc1	1	2	-1	-0.4	3.6	22	·	-1.2	0.5
COc1ccc(NC(=O)CSc2nnc(-c3ccncc3)n2C)cc1	2	-5	3	-0.2	-1.4	5	·	-2.3	0.3
CCN(CC)C(=O)[C@H]1C[C@H](CC(=O)NC/C=C(\C)CCC=C(C)C)C(=O)N2CCc3c([nH]c4cc(CCC(=O)N(C)C)ccc34)[C@]12C	1	-8	-6	-1.2	-3.0	-1	3.3	-0.4	·
COc1cccc(NC(=O)CCC2CCN(C(=O)Cc3cccc(F)c3)CC2)c1	1	-1	3	0.2	0.9	-5	2.4	-2.6	-2.4
Cn1ncc2c(Nc3cccc(Cl)c3)nc(Nc3cccc(Cl)c3)nc21	9	?	2	-1.0	1.1	1	-0.6	-2.1	0.7
CC(C)Cn1c(N)c(C(=O)COC(=O)c2ccc(O)cc2O)c(=O)n(C)c1=O	-1	·	·	·	-0.7	-10	0.5	-2.0	0.5
Nc1ccc(-c2cc3ccccc3oc2=O)cc1	0	?	-11	-0.8	-0.6	16	0.0	0.8	2.1
CSc1ccccc1NC(=O)CN1CCN(c2ccccn2)CC1	4	-15	5	-0.7	5.1	9	2.3	-1.5	3.6
O=C(Nc1ccc(F)c(Cl)c1)Nc1csc2ccccc12	2	?	11	2.9	-0.3	-1	0.3	0.9	2.1
COc1ccc2nc(C(F)(F)Cl)c(C#N)c(N)c2c1	-7	?	0	?	2.4	-3	·	-12	-3.3
CC(=O)Nc1ccc(NC(=O)c2ccc(NS(=O)(=O)c3cccc4cccnc34)cc2)cc1	7	4	5	0.3	0.4	9	8.0	-1.5	0.2
O=C1c2cccc3c(Nc4ccccc4Cl)c([N+](=O)[O-])cc(c23)C(=O)N1CCO	-5	-2	0	2.2	1.6	6	·	1.2	-1.1
COc1cccc(CNC(=O)CN2C(=O)CSc3ccc(S(=O)(=O)N4CCOCC4)cc32)c1	1	9	-4	-1.1	-0.7	8	0.5	-1.2	-0.9
Cc1ccc(NS(=O)(=O)c2cccc(C(=O)NNC(=O)NC3CCCCC3)c2)c(C)c1	1	-9	-3	-0.3	1.2	-4	1.6	-0.7	2.1
Fc1ccc(-c2csc(-c3ccc(C4SCCS4)cc3)n2)cc1F	4	0	-8	0.2	-0.1	5	·	0.5	0.7
Oc1ccc(-c2nc3ccccn3c2NCc2ccco2)cc1	52*	-4	2	-0.1	-1.5	12	0.5	-0.9	2.6
Cc1ccc(S(=O)(=O)N2CC(=NN=C(N)N)C2)cc1	3	-15	17	2.0	0.8	7	-0.5	-3.0	3.3
Cc1nc2c(C(=O)NCc3ccc4c(c3)OCO4)c[nH]n2c(=O)c1Cc1ccccc1F	5	-13	-6	-0.3	0.3	-2	·	5.9	3.1
Cc1ccc(CC2CC(=O)N(c3ncccn3)C2=O)cc1 (stereo unspecified)	-1	?	-14	0.7	-0.7	10	·	-4.2	-0.4
CC(C)c1ccc(CC(=O)N2CCC2(C)C(=O)Nc2ccc3c(c2)OCCO3)cc1 (stereo unspecified)	-1	-4	-10	-0.4	·	6	-0.4	-2.8	·
CCc1ccccc1NC(=S)Nn1cnnc1	3	3	6	0.4	-0.7	4	-1.0	-0.5	-0.1
Cc1ccccc1S(=O)(=O)N1[C@@H](c2ccc(Br)cc2)C(C(=O)O)=CC[C@H]1c1ccc(Cl)cc1	2	0	-7	-0.1	9.1	7	4.5	-12	·
Cc1cc(C(=O)OCC(=O)N(C)c2ccccc2)c2ccccc2n1	3	-9	1	-0.3	-0.9	4	3.4	-5.3	-0.2
O=C(CCCN=C1NS(=O)(=O)c2ccccc21)Nc1ccc(Cl)cc1	-1	3	6	2.4	0.2	-1	2.3	-5.9	-0.6

Some of the entries above, reformatted.
Fields – FBA Mtb inh | BoNT-F LC inh | Anthrax LF inh2 | BoNT-A LC inh2 | PfHsp40 yeast | GDH-TPI counter | BioA inh | FadD28 FP inh | UGM FP inh
- Cc1ccc(S(=O)(=O)N2CC(=NN=C(N)N)C2)cc1
 : 3 | -15 | 17 | 2.0 | 0.8 | 7 | -0.5 | -3.0 | 3.3
- Cc1nc2c(C(=O)NCc3ccc4c(c3)OCO4)c[nH]n2c(=O)c1Cc1ccccc1F
 : 5 | -13 | -6 | -0.3 | 0.3 | -2 | · | 5.9 | 3.1
- Cc1ccc(CC2CC(=O)N(c3ncccn3)C2=O)cc1 (stereo unspecified)
 : -1 | ? | -14 | 0.7 | -0.7 | 10 | · | -4.2 | -0.4
- CC(C)c1ccc(CC(=O)N2CCC2(C)C(=O)Nc2ccc3c(c2)OCCO3)cc1 (stereo unspecified)
 : -1 | -4 | -10 | -0.4 | · | 6 | -0.4 | -2.8 | ·

(continued)
SMILES	FBA Mtb inh	BoNT-F LC inh	Anthrax LF inh2	BoNT-A LC inh2	PfHsp40 yeast	GDH-TPI counter	BioA inh	FadD28 FP inh	UGM FP inh
COc1ccc(N2C(=O)N3[C@H](c4ccc(Cl)cc4)[C@@H]4C(=O)N(C5CCCCC5)C(=O)[C@@H]4[C@]3(Cc3ccc(Cl)cc3)C2=O)cc1	3	5	0	0.0	0.1	6	-0.5	-2.0	-0.8
COc1ccc(Nc2nc(N)nc(CN3CCN(c4ccc(F)cc4)CC3)n2)cc1	2	-7	0	0.4	0.9	7	5.6	-1.2	-0.8
Cc1cc(NC(=O)c2ccc(F)cc2F)n(-c2nc3ccccc3[nH]2)n1	0	-4	-1	-0.9	1.7	10	-0.3	-1.1	0.4
N#Cc1nc(COc2ccc(Cl)cc2)oc1NCc1ccc2c(c1)OCO2	-5	-16	3	0.8	2.9	3	-3.6	-3.0	-0.3
CN(CCC#N)Cc1cc(=O)oc2ccc3ccccc3c12	7	-18	10	-0.4	1.9	15	·	-3.9	-1.3
CCN(Cc1ccccc1)S(=O)(=O)c1c(N)n(C)c(=O)n(C)c1=O	2	1	0	0.5	-0.4	-10	-0.3	·	2.2
CN(C)CCCN(C(=O)c1ccc2c(c1)CCCC2)c1nc2c(F)cccc2s1	-2	-30	-6	2.1	-1.0	-7	-1.5	-1.9	2.1
Cc1cc(OCC(=O)Nc2ccncc2)c(C)cc1Br	1	0	-2	1.7	0.4	-7	-0.3	-0.7	0.5
CC(C)n1c(=S)[nH]c2scc(-c3cccs3)c2c1=O	0	-6	-5	0.0	-0.1	11	3.4	-0.6	2.8
Cc1onc(-c2ccc(Cl)cc2)c1-c1ccnn1S(=O)(=O)c1ccc(Cl)cc1	-4	-28	?	-10	-0.4	-17	6.8	-5.3	3.2
CN(C)/C=C1\C(=O)ON=C1c1ccccc1	-5	-6	-2	-1.0	-0.6	4	·	-0.5	-1.7
COc1cccc(C(=O)NCCCNC(=O)c2ccccn2)c1	0	6	11	1.5	-0.7	-8	·	-2.4	4.2
COC(=O)c1ccccc1NC1OC(=O)c2ccccc21 (stereo unspecified)	10	-3	-2	-1.0	0.2	-1	-1.2	-0.2	-1.8
COC(=O)[C@@H]1CC[C@@](C)(c2ccc(OC)cc2)C1(C)C	0	-6	0	-0.5	0.1	-9	-0.4	-1.0	-3.6
CCOc1ccc2nc(N(CCCN(C)C)C(=O)c3ccc(C(=O)c4ccccc4)cc3)sc2c1	2	0	-1	0.2	-1.2	8	0.9	-2.9	-0.7
O=C(NCc1nc2ccccc2[nH]1)C1=C[C@H](c2coc3ccccc3c2=O)C[C@H](OCc2ccc(CO)cc2)O1	-1	-7	-5	-0.4	0.2	-8	1.0&-3.9	-12	2.5
Clc1ccc(-c2noc(CSc3nnc(-c4ccncc4)n3-c3ccccc3)n2)cc1	3	1	-8	2.0	2.3	8	12	0.1	0.1
CCCCC(Sc1nc(N)c(NC(=O)c2ccc(OC)cc2)c(=O)[nH]1)C(=O)O (stereo unspecified)	1	0	1	-0.5	0.0	7	-0.4	0.2	4.9
Cc1cnc(C(=O)OC(C)C(=O)Nc2cccc3ccccc23)cn1 (stereo unspecified)	3	7	12	-2.2	-0.9	6	-4.8	-0.3	3.1
Cc1ccc2nc(SCC(=O)NC3CCCC3)[nH]c2c1	0	2	-1	2.0	0.1	-7	0.1	-2.9	0.6
CCCNC(=O)N(C)C[C@@H]1Oc2cc(Br)ccc2S(=O)(=O)N([C@@H](C)CO)C[C@H]1C	2	1	14	0.3	·	-11	-0.2&1.4&1.6	1.7	·
COC(=O)c1ccc(-c2noc(CN(C)Cc3ccncc3C)n2)cc1	2	-6	-5	-0.2	-1.7	6	-1.5	-0.4	-1.2
CC1=CC(=O)C(C(C)C)=C/C1=N/OS(=O)(=O)c1ccccc1	2	8	8	-1.5	346*	3	-0.9	-2.3	0.8
O=C(CSc1nnc(-c2c[nH]c3ccccc23)n1CC1CCCO1)Nc1ccc2c(c1)OCCO2 (stereo unspecified)	1	1	2	-0.1	-0.3	11	2.1	-1.7	-1.3
Cc1nc(C(F)(F)F)ccc1C(=O)N1CCC1(C)C(=O)NS(=O)(=O)c1ccc2ccccc2c1 (stereo unspecified)	2	3	6	-0.3	·	11	0.2	-0.7	·
